M. tuberculosis – growth inhibition of non-replicating M. tuberculosis (AID 488890). 320,000 compounds, 0.39% hits. inhibition, % at 25 µM; hits with a dose series show IC50 in µM. Mycobacterium tuberculosis non-replicating, growth inhibition; higher % means a stronger effect; in the data active = a potency from the dose series; inconclusive = inhibition mostly from about 82% at the one dose, without a potency; inactive = the rest, 99 in 100 with inhibition below about 76%;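 also: plate controls were DMSO cells for no effect and high antibiotic wells for full effect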
inhibitors of VEEV – inhibitors of VEEV TC-83 cytopathic effect, confirmation, Vero cells (AID 588727); 350,000 compounds, 0.13% hits; Vero cells, VEEV TC-83 cytopathic effect inhibition; higher % means a stronger effect; inhibition, % at 20 µM; hits with a dose series show IC50 in µM; in the data active = a potency from the dose series; inconclusive = inhibition mostly from about 14% at the one dose, without a potency; inactive = the rest, 99 in 100 with inhibition below about 12%; also: strong numbers were not always called active
H37Rv inhibition – M. tuberculosis growth inhibition, HTS (AID 449762); M. tuberculosis H37Rv growth inhibition, 7H9 media; higher % means a stronger effect; inhibition, % at 25 µM; hits with a dose series show IC50 in µM; 330,000 compounds, 0.59% hits; in the data active = a potency from the dose series; inconclusive = inhibition above about 70% without an active follow-up result;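 also: bacterial growth assessed after seven days of incubation; strong numbers were not always called active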
PhoP GFP inhibition – PhoP regulon inhibitors, Salmonella typhi PhoP promoter GFP reporter, confirmatory (AID 1850); Salmonella Typhi PhoP-promoter GFP reporter, fluorescence, 4 h; higher % means a stronger effect; inhibition, % at 50 µM; hits with a dose series show IC50 in µM; 310,000 compounds, 0.33% hits; in the data active = a potency from the dose series; inconclusive = inhibition mostly from about 25% at the one dose, without a potency; inactive = the rest, 99 in 100 with inhibition below about 19%;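 also: 0% = induced wells with vehicle and 100% = uninduced wells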
H1N1 NS1A inhibition – H1N1 influenza NS1A inhibitors, functional cell based assay (AID 504329); NS1A functional cell-based assay, percent inhibition; higher % means a stronger effect; inhibition, % at 12.5 µM, or IC50 in µM where a hit was titrated; 340,000 compounds, 0.3% hits; in the data active = a potency from the dose series; inconclusive = inhibition above about 27% without an active follow-up result; also: strong numbers were not always called active
inhibitors of VEEV 10K pilot screen – also measured in inhibitors of VEEV; calls as there; inhibition, %; measured here: 10K pilot screen inhibition
Starred values were filed as active, the others as inactive; i = inactive; ? = inconclusive; · = no result given.

The opening 4 records, to show the layout:
SMILES	M. tuberculosis	inhibitors of VEEV	H37Rv inhibition	PhoP GFP inhibition	H1N1 NS1A inhibition	others
COc1ccc(S(=O)(=O)N2CCN(Cc3ccccc3)CC2)c(C)c1	24%	i	8%	-7%	-2%
O=C(Nc1ccccc1)NC1(C(=O)N2CCN(c3ncccn3)CC2)CCCCC1	-2%	0.7%	-4%	6%	0%
FC(F)Oc1ccc(NC(=S)NC2CCCCCCC2)cc1	?	1.4%	?	15%	3%
CC(=O)Nc1ccc(S(=O)(=O)Nc2nc3ccccc3nc2Nc2ccc(O)c(C(=O)O)c2)cc1	-10%	1.1%	1%	-17%	8%

All compounds of this part, previewed entries included:
SMILES	M. tuberculosis	inhibitors of VEEV	H37Rv inhibition	PhoP GFP inhibition	H1N1 NS1A inhibition	others
COc1ccc(S(=O)(=O)N2CCN(Cc3ccccc3)CC2)c(C)c1	24%	i	8%	-7%	-2%
O=C(Nc1ccccc1)NC1(C(=O)N2CCN(c3ncccn3)CC2)CCCCC1	-2%	0.7%	-4%	6%	0%
FC(F)Oc1ccc(NC(=S)NC2CCCCCCC2)cc1	?	1.4%	?	15%	3%
CC(=O)Nc1ccc(S(=O)(=O)Nc2nc3ccccc3nc2Nc2ccc(O)c(C(=O)O)c2)cc1	-10%	1.1%	1%	-17%	8%
CCCCC(=O)Nc1nn(CC(C)C)c2nc3ccccc3cc12	-9%	1.9%	-1%	7%	-1%
CCc1ccc(N2CC(C(=O)OCc3csc(CC(=O)Nc4ccccc4C)n3)CC2=O)cc1 (stereo not drawn)	-5%	3.2%	-6%	·	0%
CCN1CCc2nc(N)sc2C1	3%	0.4%	2%	0%	-1%
O=C(Nc1sc2c(c1C(=O)N1CCOCC1)CCCCC2)c1cccnc1	2%	i	-6%	12%	2%
CC1=CC(=O)c2c(O)ccc(O)c2C1=O	?	·	8µM*	-4%	·
CCCS(=O)(=O)c1c(S(=O)(=O)CCC)c2c(N)cccn2c1C(=O)OC	-11%	6.6%	-1%	2%	0%
Cc1ccc(CNC(=O)C2CC(c3ccccc3F)=NO2)cc1 (stereo not drawn)	0%	0.1%	-3%	-9%	-3%
CCOC(=O)c1c(NC(=O)CSc2nnc(C)s2)sc2c1CCN(C)C2	13%	0.1%	0%	10%	-11%
Cc1ccc(NC(=O)c2cc(S(=O)(=O)Nc3ccc(C)cc3)cs2)cc1	17%	0.1%	8%	0%	-3%
O=C(COC(=O)COc1ccc(Cl)cc1Br)NC1CC1	30%	0.5%	2%	·	-7%
COc1ccccc1-c1cc(C(=O)N2CCCC2)no1	60%	2.0%	5%	1%	-5%
CC(Oc1ccc(Br)cc1Br)C(=O)Nc1cccnc1 (stereo not drawn)	53%	2.5%	1%	-7%	-4%
COc1cc2c3nnc(-c4ccc(F)cc4)c-3cn(Cc3ccccc3F)c2cc1OC	·	0.5%	·	·	0%
CCOc1ccc(CCNC(=O)c2cccc(S(=O)(=O)N3CCN(C(C)=O)CC3)c2)cc1OCC	20%	1.7%	1%	0%	1%
Oc1ccc(-c2n[nH]c(C(F)(F)F)c2-c2ccccc2)c(O)c1	7%	3.2%	5%	1%	·
CCOC(=O)c1cnc(SCc2ccc(C(C)(C)C)cc2)nc1N	·	0.2%	-4%	-1%	-16%
O=C(CCNC(=O)c1ccco1)Nc1cccc(Br)c1	-7%	i	-2%	50%	5%
CCS(=O)(=O)N1CCC(C(=O)Nc2cc([N+](=O)[O-])ccc2C)CC1	-8%	0.4%	-10%	-4%	10%
CN(C(=O)CN1C(=O)NC(C)(CCc2ccccc2)C1=O)c1ccccc1 (stereo not drawn)	2%	7.4%	-4%	-4%	-4%
Cc1cccnc1CN1CCN(C(=O)CCc2nnc(CCc3ccccc3)o2)CC1	19%	1.1%	1%	6%	-8%
N#C/C(=C\c1c[nH]c2ccccc12)C(N)=O	12%	4.9%	-5%	-5%	-6%
CCOC(=O)C1=CN(Cc2cccc(F)c2)S(=O)(=O)N(CC)C1c1ccccc1 (stereo not drawn)	·	2.0%	·	·	-11%
COc1cccc(OC)c1C(=O)NCCSC1CCCCC1	16%	0.4%	-4%	-9%	-8%
CC(=O)C(=Cc1ccc(O)cc1)C(C)=O	9%	0.6%	11%	-8%	1%
CS(=O)(=O)n1nc(C(=O)N2CCOCC2)nc1N	-12%	4.2%	7%	-1%	0%
C/C(=N\NC(=O)c1ccc(NS(=O)(=O)c2cccs2)cc1)c1ccncc1	5%	0.8%	3%	-3%	0%
Cn1c(CN2CCCCC2)c(C#N)c2ccccc21	15%	i	-1%	-11%	-8%
CCOC(=O)c1c(N)nn(C(=O)c2ccccc2)c1-c1ccccc1	-2%	0.3%	2%	-6%	0%
Cc1cc(C)cc(NC(=O)CC2NCCNC2=O)c1 (stereo not drawn)	-4%	4.2%	-2%	7%	9%
CCOC(=O)N1CCN(C(=O)CCN2C(=O)COc3ccc(C)cc32)CC1	5%	3.4%	-8%	-1%	4%
CCOC(=O)C(O)(c1ccc(N(CC)C(=O)COc2ccccc2)cc1)C(F)(F)F (stereo not drawn)	-2%	i	8%	-1%	-3%
NC(=O)c1ccsc1NC(=O)C1CCCN1S(=O)(=O)c1ccc(Cl)cc1 (stereo not drawn)	18%	4.3%	-11%	2%	-8%
C[C@H]1COC(=O)[C@H](CC(=O)OC(C)(C)C)C/C=C\C[C@H](CC(=O)N(CCO)Cc2ccccc2)C(=O)N1	29%	i	2%	·	0%
COC(=O)c1cn[nH]c1NC(=S)Nc1ccc(Cl)c(Cl)c1	10%	i	-5%	-4%	-2%
COc1ccc(NC(=O)CCCNC(=O)c2ccc(Cl)cc2)cc1OC	-13%	1.2%	-2%	-1%	-2%
C=COCCNC(=O)Nc1ccc(Cl)c(Cl)c1	-12%	0.1%	-10%	6%	2%
CCOC(=O)C1CCCN(C(=O)CNC(=O)c2nn(-c3ccc(OC)c(Cl)c3)c(=O)c3ccccc23)C1 (stereo not drawn)	5%	6.3%	5%	0%	11%
CC12CCC(=O)N1C(C(=O)Nc1ccc(SC(F)F)cc1)CS2 (stereo not drawn)	38%	3.4%	30µM*	-5%	-6%
O=C(c1ccc(N2CCCCC2)c([N+](=O)[O-])c1)N1CCOCC1	0%	1.2%	-1%	1%	-1%
Cc1cc(Cl)c(S(=O)(=O)N2CCCC2)cc1OCC(=O)NC1CCCCC1	16%	i	-3%	-5%	0%	inhibitors of VEEV 10K pilot screen=0.2
Cc1cc(=O)[nH]c(N/N=C/c2ccc(O)c(O)c2)n1	-7%	1.1%	13%	-18%	-4%
COCCn1c(=S)[nH]c2cc(C(=O)N3CCc4ccccc4C3)ccc2c1=O	1%	1.1%	6%	5%	0%
CCCOc1cccc(C(=O)N(Cc2ccco2)C2CCS(=O)(=O)C2)c1 (stereo not drawn)	-7%	1.4%	-2%	1%	8%
CCOC(=O)c1ccc(N2C=C(C(=O)OC)C(c3cccc(O)c3)C(C(=O)OC)=C2)cc1	-13%	0.1%	-9%	-9%	-12%
CCCc1ccc(OCc2ccc(C(=O)N3CCSCC3)o2)cc1	37%	0.1%	-7%	5%	3%
Cc1c(C(C)C)c(=O)n(-c2ccc(S(=O)(=O)NC3CCCCC3)cc2)n1C	2%	i	-2%	-2%	·
Cc1ccc(OCc2nnc(SCc3ccc(C#N)cc3)n2-c2ccc(C)cc2)cc1	12%	i	8%	-6%	0%
COCCCNS(=O)(=O)c1ccc(OC)c(Cl)c1Cl	-15%	i	5%	-2%	-13%
CCOC(=O)C1=C(C(C)=O)C(c2cccnc2)C(C#N)=C(N)O1 (stereo not drawn)	-4%	2.6%	0%	91µM*	-3%
O=c1c2[nH]cnc2n(-c2ccc(F)cc2)c(=O)n1Cc1ccccc1	3%	i	-1%	-2%	-1%
Cc1cc(Cl)ccc1OCC(=O)N1CCN(c2ncccn2)CC1	6%	0.0%	3%	12%	-6%
COC(=O)c1cc(C(=O)Nc2nnc(CC(C)(C)C)s2)cc([N+](=O)[O-])c1	41%	1.1%	10%	-5%	-4%
COc1cccc(NC(=O)c2oc3ccccc3c2NC(=O)c2ccc3c(c2)OCO3)c1	2%	i	-15%	-9%	24%
Cc1cccc2c1[nH]c1nc(N/N=C\c3ccco3)nnc12	-15%	·	·	-7%	·
Cc1ccc(CCNC(=O)CN2C(=O)COc3ccc(S(=O)(=O)N4CCC(C)CC4)cc32)cc1	8%	i	0%	-17%	2%
COc1ccc(CCN2C(=O)CS/C2=N\NC(=O)c2ccc(C(C)(C)C)cc2)cc1OC	16%	i	-29%	15%	2%

A draw from above in order of length of the SMILES, falling:
SMILES	M. tuberculosis	inhibitors of VEEV	H37Rv inhibition	PhoP GFP inhibition	H1N1 NS1A inhibition	others
Cc1ccc(CCNC(=O)CN2C(=O)COc3ccc(S(=O)(=O)N4CCC(C)CC4)cc32)cc1	8%	i	0%	-17%	2%
COC(=O)c1cc(C(=O)Nc2nnc(CC(C)(C)C)s2)cc([N+](=O)[O-])c1	41%	1.1%	10%	-5%	-4%
CCCOc1cccc(C(=O)N(Cc2ccco2)C2CCS(=O)(=O)C2)c1 (stereo not drawn)	-7%	1.4%	-2%	1%	8%

(more compounds)
SMILES	M. tuberculosis	inhibitors of VEEV	H37Rv inhibition	PhoP GFP inhibition	H1N1 NS1A inhibition	others
Cc1ccc(NS(=O)(=O)c2ccc(C(=O)NNC(=O)c3ccccc3O)cc2)cc1	-12%	2.7%	10%	-4%	-5%
Cc1cccc(C2NC(=O)c3c(sc(C)c3C)N2)c1O (stereo not drawn)	-10%	0.9%	-10%	2%	-5%
CCCNC(=O)C(Cc1ccccc1)NC(=O)c1ccc(-c2ccccc2)cc1 (stereo not drawn)	4%	1.1%	14%	·	-5%
CCOC(=O)c1sc2nc(C)nc(NCc3cccnc3)c2c1C	20%	0.9%	-3%	-30%	-5%
COc1ccc(CN2CCCC(C(=O)N3CCc4ccccc4C3)C2)cc1OC (stereo not drawn)	3%	i	-1%	10%	4%
CCCCn1c(SCC(=O)OCC)nc2c1c(=O)[nH]c(=O)n2C	3%	1.1%	0%	-3%	2%
O=C(CSc1nnc2c(Cl)cc(C(F)(F)F)cn12)Nc1ccc2c(c1)OCO2	-1%	0.9%	-7%	2%	6%
COCCCNC(=S)N(CCN(C)C)Cc1cc2cc3c(cc2[nH]c1=O)OCCO3	12%	0.2%	1%	3%	-23%
Cc1cc(C)nc(-n2nc(C)cc2NC(=O)c2cc3ccccc3oc2=O)n1	22%	1.8%	2%	6%	-10%
CCOC(=O)C1=CN(C(C)C)CCC1=O	·	0.3%	·	·	-6%
Cc1cc(=O)oc(C)c1C(=O)NCCc1ccc(F)cc1	·	i	-1%	-7%	5%
Cc1ccc([N+](=O)[O-])cc1NC(=O)Nc1ccc(S(N)(=O)=O)cc1	1%	0.5%	-2%	-7%	4%
CCCCC(=O)OCc1c(-c2ccccc2)ncc2ccccc12	2%	0.3%	2%	·	-5%
O=C(Nc1ccccc1C(=O)N1CCCCCC1)c1ccc(Cl)cc1	2%	0.2%	-7%	-6%	9%	inhibitors of VEEV 10K pilot screen=0.7
COc1ccccc1-n1c2nc3ccccc3nc2c2c(=O)n(-c3cc(C)cc(C)c3)cnc21	?	0.3%	17%	-5%	-1%
O=C(NCC(=O)N1CCN(S(=O)(=O)/C=C/c2ccccc2)CC1)c1ccc(Cl)cc1	6%	i	-1%	8%	-2%
O=C(COC(=O)C1CCN(S(=O)(=O)c2c(Cl)cccc2Cl)CC1)NCc1ccco1	4%	6.1%	1%	-1%	-2%
Cc1ccc(S(=O)(=O)CC(CN2CCOCC2)N2CCOCC2)cc1 (stereo not drawn)	1%	0.4%	0%	0%	12%
Cc1nc2c(C)cccn2c(=O)c1NC(=O)c1cccc2ccccc12	-8%	9.2%	-4%	5%	-6%
COc1ccc(C(=O)c2ccc(OC)c(OC)c2OC)cc1	·	6.4%	·	·	-12%
O=S(=O)(Cc1ccc(Cl)cc1)N1CCN(Cc2ccc3c(c2)OCO3)CC1	5%	0.6%	-2%	-2%	0%
Cn1nnnc1Sc1ncnc2scc(-c3ccccc3)c12	49%	11%	15%	-6%	11%
COc1ccccc1NC(=O)CSc1nnc(Cn2c(=O)sc3ccccc32)n1C	4%	i	-1%	-4%	5%
NS(=O)(=O)c1ccc(CCNC(=O)CN2CCN(c3ccccc3O)CC2)cc1	-9%	0.6%	2%	2%	-1%
COc1ccc(NC(=O)NCc2cccnc2)cc1OC	1%	1.6%	-5%	4%	-3%
CCN(CC)S(=O)(=O)c1ccc2[nH]cc(C(=O)NCCCN3CCCCC3C)c(=O)c2c1 (stereo not drawn)	1%	i	15%	16%	-9%
Cc1csc(=O)n1CC(=O)OCC(=O)Nc1ccc(Cl)cc1F	-7%	1.1%	5%	-3%	-3%
